HSP90 inh – inhibitors of HSP90 luciferase refolding in rabbit reticulocyte lysate; 290,000 compounds, 0.91% hits; inhibition, % at 5.6 µM; luciferase refolding luminescence, 3 h;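 active = inhibition above the screen-wide mean plus 3 SD, computed separately per campaign, cut at about 16% in these data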;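 also: 0% = DMSO wells and 100% = 60 µM geldanamycin wells; inhibitors lower the luminescence because luciferase stays unfolded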
KLF5 inhibitor – inhibitors of KLF5 expression | inhibition, % at 5 µM | AID 1700 | DLD-1 KLF5 promoter-luciferase reporter, luminescence | 290,000 compounds, 0.23% hits;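 active = inhibition above a per-plate limit of that plate's mean compound inhibition plus 3 SD, cut at about 60% in these data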;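 also: 0% = DMSO wells and 100% = LY294002 at 200 µM; higher means less KLF5 promoter-driven luciferase light; inactives centre near -14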
HDAC3 inhib – inhibitors of human histone deacetylase 3 | 320,000 compounds, 0.15% hits | O15379 | AID 2718 | recombinant HDAC3, fluorogenic peptide/trypsin coupled, fluorescence | inhibition, % at 8.3 µM; in the data active = inhibition above about 26%, passing the limit was not always enough
Target sequence (O15379 whole entry, looked up): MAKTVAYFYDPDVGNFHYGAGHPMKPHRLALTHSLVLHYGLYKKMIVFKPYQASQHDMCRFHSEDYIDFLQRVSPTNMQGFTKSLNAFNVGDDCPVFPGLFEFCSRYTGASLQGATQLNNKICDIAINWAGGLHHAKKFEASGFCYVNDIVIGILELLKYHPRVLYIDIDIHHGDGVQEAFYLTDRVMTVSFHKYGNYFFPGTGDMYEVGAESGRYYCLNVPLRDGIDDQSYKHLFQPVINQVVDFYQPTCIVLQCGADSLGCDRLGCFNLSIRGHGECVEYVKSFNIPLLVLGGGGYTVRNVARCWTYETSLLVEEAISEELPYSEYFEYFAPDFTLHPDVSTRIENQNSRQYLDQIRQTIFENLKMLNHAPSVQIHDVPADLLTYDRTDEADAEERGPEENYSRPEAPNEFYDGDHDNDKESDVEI
AI-2 QS modul – Vibrio harveyi AI-2 quorum sensing modulation. activity change, % at 7.5 µM. Vibrio harveyi JMH597 AI-2 luminescence/OD600 ratio, 9 h; hits give low values; strain lacks LuxN and CqsS sensors; 0 = neutral-control median. 300,000 compounds, 0.4% hits; in the data active = activity change below about -75%, passing the limit was not always enough;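 also: luminescence divided by OD600 gain over 9 h not by final OD600 alone; inactives centre near 13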
HSF1 activator – increases HSF-1 driven luciferase reporter signal; NIH3T3-HGL HSF-1 luciferase reporter, MG132, 8 h; 100% = twice DMSO control signal; 300,000 compounds, 1.7% hits; activation, % at 9 µM;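 active = mean replicate activation of at least 50% with a set share of replicates each reaching 50%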;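 also: 0% = median of the neutral control wells and 100% = twice that signal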
Platelet DG rel – modulates dense granule release in human platelets | human platelet-rich plasma, SFLLRN dense granule ATP release, luminescence | inhibition, %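 (compounds screened at 7.5 µM in platelet-rich plasma)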 | 300,000 compounds, 0.22% hits | AID 1663;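 active = mean replicate score, as percent of positive control, at or above 50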
aSyn UTR inh – 5' untranslated region of α-synuclein, MLPCN primary screen | alpha-synuclein 5'UTR reporter, inhibitor activity | inhibition, % (tested at 7.5 µM) | 300,000 compounds, 0.82% hits | AID 1813; in the data active = inhibition above about 60%;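 also: H4 neuroglioblastoma cells stably carrying SNCA 5'UTR luciferase fusion; 0% = DMSO wells and 100% = positive control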
IEC-6 cytotox – IEC-6 cytotoxicity, counter-screen for KLF5 inhibitors. luminescence viability. inhibition, % at 5 µM. 290,000 compounds, 0.78% hits; in the data active = inhibition above about 22%;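 also: 0% = plate median of test compound wells and 100% = cytotoxic reference compound wells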
HSF1 inhib – HSF1 inhibition | NIH3T3-HGL HSE-luciferase, MG132-induced, luminescence 8 h; hits give low values | activity change, negative = inhibition, % at 7.5 µM (by protocol) | 300,000 compounds, 0.77% hits | AID 2098;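 active = more than half of replicate wells show activity change below -50%, luminescence cut by over half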;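 also: luciferase reports HSF-1 transcriptional activity via heat shock element; 0% = median of DMSO wells and -100% = zero luminescence signal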
HIF activator – HIF pathway transcriptional activation; U2OS HRE-luciferase reporter, luminescence; normalized: DMSO 0%, desferrioxamine 100%; 300,000 compounds, 0.32% hits; activation, % at 7.5 µM (by protocol);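 active = mean activation of at least 10% of the iron chelator positive control signal, with at least half of replicates also reaching 10%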
* marks the source's active call; other numbers are inactive results; . = no result given.

SMILES	HSP90 inh	KLF5 inhibitor	HDAC3 inhib	AI-2 QS modul	HSF1 activator	Platelet DG rel	aSyn UTR inh	IEC-6 cytotox	HSF1 inhib	HIF activator
CC(C)C(=O)Nc1c2c(nn1-c1ccc(F)cc1)CS(=O)(=O)C2	1	2	-6	11	-12	0	-13	-4	-5	1.2
COc1ccc(Nc2ccc(N3C(=O)CCC3=O)cc2[N+](=O)[O-])cn1	1	-6	3	13	-4	-2	7	-2	-8	0.0
COc1ccc(C(=O)CSc2nnc3ccc(-c4ccccn4)nn23)cc1	4	0	2	17	4	0	-3	2	0	0.0
CC(=O)Nc1ccc(NC(=O)C(C)n2c3ccccc3c3nc(=O)cc(C)n32)cc1 (centres undefined)	-1	-3	-6	29	-5	6	-2	-1	2	0.1
O=C(CN1C(=O)CC(c2ccccc2)=Nc2ccccc21)NC1CCCCC1	-1	-4	5	-9	4	-3	11	3	-3	0.0
COc1cccc(C(=O)Nc2nnc(S(=O)(=O)N(C)Cc3ccc(F)cc3)s2)c1	-7	-13	10	14	-1	-4	15	-2	-5	0.3
Cc1[nH]c(=O)[nH]c(=O)c1S(=O)(=O)N1CCCC(C(=O)NCCc2ccccc2)C1 (centres undefined)	0	-26	6	7	-6	-2	23	-5	1	-0.3
COc1ccc(/C=N/NC(=O)c2ccc(Br)cc2)c(OC)c1	8	-38	0	2	7	-4	-21	5	2	0.1
COc1ccc(NC(=O)Cc2nnc(N)s2)cc1	3	-21	-7	-10	13	-2	14	-2	3	0.4
c1coc(CSc2ncnc3c2oc2ccccc23)c1	-1	-37	-6	.	66*	-2	-91	-4	29	4.1
CCS(=O)(=O)c1ccc2c(c1)N(S(=O)(=O)c1ccccc1)CC(C(=O)O)O2 (centres undefined)	1	6	-5	2	-2	2	19	-3	-7	-0.1
CCOC(=O)c1c(NC(=O)/C=C/C(=O)O)sc(C)c1-c1ccc(Cl)cc1	2	-24	10	14	23	-3	-21	-1	16	-0.8
O=C(/C=C/Nc1ccc(S(=O)(=O)Nc2ncccn2)cc1)c1cccs1	2	-36	3	4	.	-2	-6	-5	.	.
CC1CN(C(=O)CN(C)S(=O)(=O)c2ccc3ccccc3c2)CC(C)O1 (centres undefined)	1	-46	-1	-11	-20	-7	0	-4	-14	-17
COc1cccc(/C=N/NC(=O)C(C)n2nc(C)c([N+](=O)[O-])c2C)c1O (centres undefined)	-5	34	5	4	-5	9	0	-11	-4	8.5
Cc1ccc(N(CC(=O)NCCSc2nc3ccccc3s2)S(=O)(=O)c2ccccc2)c(C)c1	5	-37	-5	20	24	-14	51	-6	23	-0.6
CC(C)Cn1c(SCC(=O)N2CCN(C(=O)c3ccco3)CC2)nc2ccccc2c1=O	-3	-20	-9	16	4	-2	4	3	3	-0.2
CCOC(=O)c1nn(-c2ccccc2)c2nc(-c3ccc(OC)cc3)c(C#N)c(=O)n12	-5	9	-7	-4	-1	-23	4	-2	-14	-1.0
COc1ccc(Cc2nnc(NC(=O)c3ccc(OC)c(OC)c3)s2)cc1OC	4	17	-2	9	-47	-2	47	5	-25	-0.2
CCc1ccc(NC(=O)CC2C(=O)Nc3c2c(=O)n(C)c(=O)n3C)cc1 (centres undefined)	4	-25	5	-5	-5	-2	4	7	-8	0.0
O=c1c(Cl)c(NC2CC2)cnn1-c1ccccc1	-3	-7	-3	11	5	2	-13	-5	5	1.0
Cc1ccc(P(=Nc2ccccc2)(N2CCOCC2)N2CCOCC2)o1	1	-30	2	11	3	11	-17	1	-6	0.7
c1csc(CCNc2ncnc3sc4c(c23)CCC4)c1	.	.	-3	12	-15	0	12	.	-9	0.6
O=C(COC(=O)/C=C/c1cccc(C(F)(F)F)c1)NCc1ccc(F)cc1	0	9	-2	9	-11	5	14	4	-3	0.0
Cc1cc(=O)oc2cc(OCC#N)ccc12	-4	-16	-9	84	-66	2	-7	-3	-56*	-0.1
S=C1Cc2ccccc2C(c2ccc(Cl)cc2)N1 (centres undefined)	3	-3	-3	0	-11	-9	-1	2	-2	0.2
CCCCNC(=O)CSc1nc(COc2ccccc2)nc2ccccc12	1	-16	0	10	23	2	8	8	14	-0.6
Cc1cc(C)n(CC(=O)N/N=C/c2cc(Br)cc([N+](=O)[O-])c2O)n1	2	0	2	-11	-21	-1	11	-1	-15	0.1
CS(=O)(=O)NCc1ccc(C(=O)NCc2ccccc2)cc1	-2	-2	3	15	-2	3	24	3	-5	-0.1
COc1ccc(N=CC2=C(Nc3ccc(OC)cc3)c3c(C)nn(-c4ccccn4)c3CC2)cc1	7	-11	-5	.	.	.	.	1	.	.
Cc1ccccc1NC(=O)Cc1nnc(SCC(=O)N2CCN(c3ccccc3)CC2)n1C	3	-12	2	28	12	1	-2	0	-8	-0.1
c1ccc2c(c1)COC(CN1CCCCC1)OC2	1	-11	-6	21	-11	14	-17	4	-6	0.3
CCCCN=C(N)/C(C(=O)OCC)=C(\O)c1ccc(OC)cc1	4	2	19	-23	9	-4	-2	8	-3	-42
Cc1cc(C)n(CC(=O)Nc2ccc3c(c2)OCO3)c(=O)c1C#N	.	.	.	49	-7	21	2	.	-1	-0.3
COc1ccc(-c2cc(C(F)(F)F)n3nc(C(=O)N(C)Cc4ccccc4)cc3n2)cc1OC	-1	-16	-6	1	-26	19	41	-5	-5	0.2
Cc1ccc(S(=O)(=O)Nc2ccccc2-c2ccccc2NS(=O)(=O)c2ccc(C)cc2)cc1	-5	13	13	11	8	-3	-4	-3	3	0.3
Cc1cc(Nc2ccccc2)n(CCOC(=O)COc2ccccc2)n1	1	-3	12	12	-7	0	-20	-4	4	0.0
CCSc1nnc(NC(=O)C2CCN(S(=O)(=O)c3ccccc3C(F)(F)F)CC2)s1	1	-37	15	-4	2	-6	-3	5	3	0.1
CCS(=O)(=O)Nc1cccc(C2=NN(S(=O)(=O)CC)C(c3ccccc3)C2)c1 (centres undefined)	1	-14	2	25	6	4	5	5	-1	0.0
CCOC(=O)C1=C(C)N(CCCC(=O)O)C(=O)NC1c1cccc(OC)c1 (centres undefined)	.	.	1	13	4	-2	0	.	-5	-0.1
CCC(C)(C)NC(=O)Cc1ccc(C)cc1	5	-9	5	29	3	-2	10	9	-3	-0.2
O=C(Cc1ccccc1[N+](=O)[O-])N1CCN(c2ccc(F)cc2)CC1	1	-6	1	14	-6	1	16	-6	-3	0.1
O=C(O)c1ccc(/C=C2\COc3ccccc3C2=O)cc1	-4	6	3	-1	2	-8	5	-9	-1	1.4
COc1cc(OC)cc(-c2nnc(SCC(=O)N3c4ccccc4Sc4ccccc43)o2)c1	0	28	1	-1	-2	0	2	2	4	-0.1
CCCCNC(=O)O[C@H]1C[C@@H]2CCN3C(=O)CCC[C@H]([C@H]1Cc1ccccc1)[C@H]23	-9	15	-5	4	41	-3	14	-2	11	0.3

Given bar-delimited: part of the list above.
mol | HSP90 inh | KLF5 inhibitor | HDAC3 inhib | AI-2 QS modul | HSF1 activator | Platelet DG rel | aSyn UTR inh | IEC-6 cytotox | HSF1 inhib | HIF activator
Cc1ccccc1NC(=O)Cc1nnc(SCC(=O)N2CCN(c3ccccc3)CC2)n1C | 3 | -12 | 2 | 28 | 12 | 1 | -2 | 0 | -8 | -0.1
c1ccc2c(c1)COC(CN1CCCCC1)OC2 | 1 | -11 | -6 | 21 | -11 | 14 | -17 | 4 | -6 | 0.3
CCCCN=C(N)/C(C(=O)OCC)=C(\O)c1ccc(OC)cc1 | 4 | 2 | 19 | -23 | 9 | -4 | -2 | 8 | -3 | -42

Later entries:
SMILES	HSP90 inh	KLF5 inhibitor	HDAC3 inhib	AI-2 QS modul	HSF1 activator	Platelet DG rel	aSyn UTR inh	IEC-6 cytotox	HSF1 inhib	HIF activator
COc1ccc(S(=O)(=O)Nc2ccc(Oc3ncccn3)c(Cl)c2)cc1	1	5	6	1	44	-3	0	0	28	1.2
COc1cccc(CC2(CO)CCN(Cc3cn(C)nc3C)CC2)c1	-1	-12	0	22	-7	-3	-4	2	-10	-0.3
O=C1CCCN1S(=O)(=O)c1ccc(F)cc1	1	-1	-2	8	-6	7	-5	-4	-6	-0.5
CC(C)CCNc1nc(N)c([N+](=O)[O-])c(N2CCCCCC2)n1	0	-14	0	7	19	2	33	2	15	1.5
Cc1ccc(C(=O)NNC(=O)C2CCN(C(=O)OC(C)(C)C)CC2)cc1	-3	-5	-1	5	-21	-6	5	-2	-3	-0.3
CCc1ccc(Nc2ccc3nonc3c2[N+](=O)[O-])cc1	.	.	4	3	-5	-19	11	.	3	-0.3
CCOc1ccc(CCNC(=O)C2=C(C)C(=O)OC23CCC(C)CC3)cc1 (centres undefined)	0	0	4	18	-8	-7	-11	-3	4	-0.5
O=C(COC(=O)c1c2ccccc2cc2ccccc12)NCC(F)(F)F	4	-43	2	1	14	0	32	4	4	0.2
COc1ccc(NC(=O)c2cccc(-c3ccc(O)cc3)c2)cn1	0	21	0	.	42	-3	-8	16	15	1.0
CNC(=O)c1nnc(Cc2ccc(Cl)cc2)o1	3	-25	-4	34	3	11	3	-1	1	-0.1
CC(C)Cn1c(N)c(C(=O)COC(=O)Cc2cccs2)c(=O)n(C)c1=O	-4	-14	0	26	-1	11	6	1	-1	0.1
O=C(NCC1CCCO1)c1ccc(NC(=O)c2cccc([N+](=O)[O-])c2)cc1 (centres undefined)	0	-25	-7	2	0	-2	-1	4	-9	-0.1
CN(C)c1ccc(C(=O)OCC(=O)N2CCCC2)cc1	1	-44	0	24	14	-1	-53	-8	2	1.2
O=C(CSc1nnc(-c2ccc(Br)cc2)o1)N1CCN(C(=O)c2ccco2)CC1	0	-23	-4	11	26	-13	18	-2	-9	0.4
O=C(NCc1cccc(Cl)c1)C1CCC(=O)N(CCN2CCOCC2)C1 (centres undefined)	-6	0	-4	21	24	1	-17	-4	1	-0.3
COc1ccc(OC)c(S(=O)(=O)Nc2ccccc2C(F)(F)F)c1	2	-8	-8	19	-4	-3	28	-3	-1	-0.1
O=C(CN1CCc2ccccc21)NN1CC(=O)N(c2ccc(Cl)cc2)CC1=O	3	-15	-8	22	10	10	-1	4	-4	0.8
CCOC(=O)N1CCN(C(=O)c2ccc3nc(C)sc3c2)CC1	0	-8	0	17	-8	.	-4	-2	-7	-0.3
CCOC(=O)c1ccc(NC(=O)CC2C(=O)N(c3ccc(F)cc3)C(=O)N2CCC(C)C)cc1 (centres undefined)	2	-6	6	-3	11	4	24	-1	2	-0.4
COC(=O)c1cc(S(=O)(=O)N2CCC(C)CC2)ccc1F	2	-7	5	6	12	4	-11	0	4	0.2
Cc1nn(CCc2nn[nH]n2)c2nc(-c3ccccc3)cc(C(F)(F)F)c12	2	-6	-11	22	0	5	13	5	-3	-0.2
COc1ccc(C2=NOC3(CC(=O)N(c4ccc(C)cc4)C3=O)C2)cc1 (centres undefined)	1	-17	1	26	-9	11	-3	2	-11	1.6
Cc1cc2c(=O)n(C)c(SCC(=O)Nc3ccccc3)nc2s1	1	2	1	33	-32	-1	-53	3	-26	0.1
O=c1[nH]c(SCc2cccc([N+](=O)[O-])c2)nc2[nH]ncc12	2	-10	-2	3	16	-2	14	-2	7	0.2
Cc1nc(N)sc1-c1csc(Nc2ccccn2)n1	5	-10	.	15	-11	-7	-168	-2	-16	2.1
Cc1c(C(N)=O)sc(N)c1C(=O)OC(C)C	-2	-16	2	31	3	-1	4	6	-6	-0.4
O=C(CSc1ncc(S(=O)(=O)c2ccccc2)c(=O)[nH]1)Nc1ccccc1Cl	-2	-10	-4	14	25	-1	0	-1	-5	0.0
Nc1nc(N)c2c(ccc3nccc32)[nH]1	7	4	-115	9	44	10	49	71*	11	-1.9
